V1aR counter: V1a receptor agonism, counter-screen for OXTR agonists; P37288; CHO-V1R cells, Fluo-8 calcium fluorescence, agonist mode; 0% DMSO, 100% 3 nM vasopressin; activation, % at 3 µM; actives 0.25% (n = 320,000); AID 2797;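 active = activation above the mean activation of all tested compounds plus 3 SD, per screening run, cut at about 20% in these data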;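 note: signal is peak over basal fluorescence ratio across a 100 second FLIPR read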
Target sequence (P37288 whole entry, looked up): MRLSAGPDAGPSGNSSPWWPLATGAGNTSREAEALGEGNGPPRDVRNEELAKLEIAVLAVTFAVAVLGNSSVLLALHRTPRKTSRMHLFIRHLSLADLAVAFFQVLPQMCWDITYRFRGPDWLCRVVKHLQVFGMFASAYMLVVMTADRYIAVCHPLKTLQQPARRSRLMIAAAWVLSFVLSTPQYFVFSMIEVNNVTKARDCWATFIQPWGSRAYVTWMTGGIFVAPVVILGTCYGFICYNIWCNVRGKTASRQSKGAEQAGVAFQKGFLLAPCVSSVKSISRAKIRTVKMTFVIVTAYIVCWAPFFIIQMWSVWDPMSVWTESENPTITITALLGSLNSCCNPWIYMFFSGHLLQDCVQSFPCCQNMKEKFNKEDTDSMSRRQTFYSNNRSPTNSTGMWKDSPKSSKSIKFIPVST
MEKK2wt PB1 HTS: raises or lowers MEK5 binding to wildtype human MEKK2 PB1 domain. bead flow cytometry, Alexa488-MEK5 binding to MEKK2 WT; actives lie on both sides. actives 1.1% (n = 290,000). binding response (% of control), % at 10 µM; in the data active = binding response below about 67% or above about 130%
OXTR potentiate: potentiates the human oxytocin receptor response; CHO-OTR cells, Fluo-8 calcium fluorescence, potentiator mode; 0% = oxytocin EC15, 100% = EC100; activation, % at 3 µM; actives 0.061% (n = 320,000); AID 2445;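 active = activation above that plate's cutoff, the mean activation of tested compounds plus 3 SD, cut at about 6.6% in these data, passing the limit was not always enough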;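 note: 100% uses oxytocin at 75 nM as the full agonist control; some results filed as inactive read as strong as hits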
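Dosing: Single dose, 3.0 µM nominal final compound concentration | Material: Human OTR in CHO cells | Technique: Kinetic Fluo-8 calcium fluorescence | Benchmarks: EC15 oxytocin alone as 0%, 75 nM oxytocin as 100% | Probe or stimulus: Oxytocin at about EC15, sub-maximal agonist stimulus | Incubation: Compound 6 min at room temperature before oxytocin, 100 s read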
NALP1 yeast inh: blocks the NALP1 inflammasome reconstituted in yeast | inhibition, % at 10 µM | actives 0.61% (n = 280,000) | S. cerevisiae NALP1/ASC/caspase-1 growth, X-gal OD620, 72 h; in the data active = inhibition mostly above about 24%, no sharp cut-off; inactive = mostly below about 32%; note: some compounds called inactive have numbers as strong as hits
OXTR agonist: activates the human oxytocin receptor; activation, % at 3 µM; P30559; AID 2435; actives 0.32% (n = 320,000); CHO-OTR cells, Fluo-8 calcium fluorescence; normalized: DMSO 0%, oxytocin 100%;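 active = activation above the mean of all tested compounds plus 3 SD, cutoff set per screening run, cut at about 20% in these data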;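 note: peak over basal fluorescence ratio from a 100 s FLIPR kinetic read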
M18AAP inhibitor: blocks P. falciparum M18 aspartyl aminopeptidase; recombinant PfM18AAP, H-Glu-NHMec fluorogenic cleavage; inhibition, % at 7.35 µM; actives 1.2% (n = 290,000); AID 1822;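 active = inhibition above the campaign mean inhibition over all tested compounds plus 3 SD, cut at about 28% in these data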;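 note: 0% = plate median of test compound wells and 100% = 2 mM ZnCl2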
GalR3 antagonist: blocks the human galanin receptor 3 | HEK293 GalR3-CNG cAMP membrane potential fluorescence; galR3 body fused to GalR1 C-terminus | inhibition, % at 3 µM | O60755 | AID 651719 | actives 0.44% (n = 360,000);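 active = inhibition above the screen-wide average plus 3 SD, cut at about 13% in these data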;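 note: forskolin and galanin both at EC90 stimulate the cells; cAMP rise reported by CNG channel membrane potential dye signal; 0% = forskolin plus galanin with DMSO and 100% = forskolin alone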
Target sequence (O60755 1-299 limits assumed): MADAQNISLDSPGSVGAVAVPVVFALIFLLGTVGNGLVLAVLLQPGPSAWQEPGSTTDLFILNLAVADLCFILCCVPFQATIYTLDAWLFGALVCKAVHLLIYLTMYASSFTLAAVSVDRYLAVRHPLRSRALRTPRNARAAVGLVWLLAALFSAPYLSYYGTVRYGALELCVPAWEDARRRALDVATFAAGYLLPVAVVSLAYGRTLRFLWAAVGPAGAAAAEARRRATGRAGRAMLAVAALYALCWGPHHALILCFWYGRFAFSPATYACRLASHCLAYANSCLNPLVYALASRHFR
MEKK2mut PB1 HTS: signal of MEK5 binding to mutant human MEKK2 PB1 domain; actives 0.35% (n = 290,000); percent response, % at 10 µM; bead flow cytometry, Alexa488-MEK5 binding to MEKK2 mutant; AID 1530; in the data active = percent response above about 24%, passing the limit was not always enough; note: inactives centre near 1; some results filed as inactive read as strong as hits
GPR7 antag: antagonists of human GPR7 (neuropeptides B/W receptor 1) | P48145 | GPR7-expressing cells, fluorescence antagonist assay | inhibition, % at 4.4 µM | actives 1.1% (n = 290,000) | AID 1861; in the data active = inhibition above about 16%, passing the limit was not always enough;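 note: cells stimulated with the agonist NPW; 0% = agonist with vehicle and 100% = vehicle without agonist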
Target sequence (P48145 whole entry, looked up): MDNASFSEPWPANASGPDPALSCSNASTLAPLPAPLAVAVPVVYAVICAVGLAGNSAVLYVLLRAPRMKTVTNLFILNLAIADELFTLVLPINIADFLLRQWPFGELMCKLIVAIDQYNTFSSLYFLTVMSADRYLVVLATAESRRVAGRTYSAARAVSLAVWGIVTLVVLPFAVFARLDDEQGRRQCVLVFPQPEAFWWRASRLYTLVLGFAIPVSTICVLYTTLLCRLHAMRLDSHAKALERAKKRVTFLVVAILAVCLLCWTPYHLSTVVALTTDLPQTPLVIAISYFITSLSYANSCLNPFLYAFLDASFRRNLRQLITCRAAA
* marks the source's active call; other numbers are inactive results; · = not tested or not shown.

SMILES	V1aR counter	MEKK2wt PB1 HTS	OXTR potentiate	NALP1 yeast inh	OXTR agonist	M18AAP inhibitor	GalR3 antagonist	MEKK2mut PB1 HTS	GPR7 antag
CSc1ccc(S(=O)(=O)N2CCC(C(=O)NC3CC3)CC2)cc1	0.5	105	-6	0	0.7	6	-8	3	-15
CC(=O)Nc1ccccc1OC(C)C(=O)N1CC(C)CC(C)C1 (stereo unspecified)	0.0	84	-7	-4	0.9	-5	-4	-13	0
COCCn1nnnc1C(c1ccccc1)N1CCN(C)CC1 (stereo unspecified)	0.0	108	-12	-7	0.8	9	-3	15	9
COc1ccc(-c2sc3cc4c(cc3c2C#CC2(O)CCCCC2)OCO4)cc1	-0.5	·	1	·	-0.3	·	4	·	·
COc1ccccc1C(c1nnnn1C(C)(C)C)N1CCCc2ccccc21 (stereo unspecified)	-0.9	·	-12	3	-2.2	-9	-4	·	-1
CC(C)(C)NC(=O)C(c1ccc(O)cc1)N(C(=O)Cn1nnc(-c2ccc(F)cc2)n1)c1ccccc1F (stereo unspecified)	1.5	88	-15	6	-0.3	-8	-6	-6	-3
CS(=O)(=O)c1ccc(NC(=O)C2CCCN(C(=O)c3ccc(Cl)cc3)C2)cc1 (stereo unspecified)	1.3	·	-3	·	0.9	·	-1	·	·
O=C(Cn1cc(C(F)(F)F)cc(Cl)c1=O)NCc1ccccc1	0.1	103	-5	12	1.4	-4	1	-1	-23
CCS(=O)(=O)N1CCC(C(=O)NCCCN2CCN(c3ccccc3F)CC2)CC1	-0.5	113	2	12	0.4	-4	-2	11	-13
O=c1c2ccccc2sc2ccc(NCCCN3CCOCC3)cc12	11	131	-12	·	10	·	-4	7	·
CCn1ncc(CN2CCCC(CNC(=O)c3ccc(F)cc3)C2)c1C (stereo unspecified)	0.7	98	-1	-16	-0.9	-14	-6	-1	7
O=C(CN(Cc1ccco1)C(=O)c1cc(=O)[nH]c2ccccc12)Nc1ccccc1C(F)(F)F	-0.1	96	0	4	-0.4	-47	-4	-5	0
CC(=O)Nc1ccc(N/C=C/C(=O)C(C)(C)C)cc1	-0.1	98	-2	-1	0.6	6	-4	4	-17
CCn1cc(Br)c(-c2nc3ccccc3c(=O)n2N)n1	-0.4	99	-5	14	0.1	7	-2	6	-10
CC(C)n1nc(C(=O)Nc2nnc(C3CC3)s2)c2ccccc2c1=O	-0.9	100	-3	0	-1.9	1	0	0	-10
CCN1CCc2nc(NC(=O)Cc3ccc4c(c3)OCCO4)sc2C1	-0.3	140*	-7	-25	0.4	-8	-2	9	-2
Cc1nn(Cc2ccccc2)c(C)c1/C=N/NC(=O)c1ccncc1	0.0	96	1	-19	-0.6	6	-5	-1	-8
COc1ccc(C(=O)N/N=C/c2ccccc2C(=O)O)cc1OC	0.1	114	-6	·	0.1	-2	-3	10	-5
COc1ccc(-c2noc(CCCC(=O)NC3CCCCC3)n2)cc1OC	2.9	99	-5	8	1.6	-9	-7	4	-2
Cc1ccc(NC(=O)CS(=O)CC(=O)N(C(C)C(=O)NC2CCCCC2)C(C)(C)C)cc1 (stereo unspecified)	0.3	92	1	18	-2.1	-9	-4	-4	-14
CCOC(=O)c1c(-c2ccccc2)csc1NC(=O)CSc1nc(C)cc(C)n1	0.2	99	-10	33	-2.6	-5	-7	-1	8
COc1ccc([N+](=O)[O-])cc1N(CC(O)CN(C)C)S(=O)(=O)c1ccc(C)cc1 (stereo unspecified)	0.1	95	2	1	-1.6	-8	-2	-12	-4
CC(=O)NCCNc1nc2c(-c3ccccc3)nnn2c2ccccc12	0.7	112	-5	-2	0.1	1	-6	10	-15
O=C(Oc1ccc(OC(=O)c2ccco2)c(S(=O)(=O)c2ccc(Cl)cc2)c1)c1ccco1	1.6	93	-1	20	-1.5	4	-4	-2	7
CCOc1cc(/C=N/N=C/c2ccc(O)c(OCC)c2)ccc1O	5.1	104	-5	23	2.3	-1	-5	6	-33
O=C(Nc1cc(Cl)cc(Cl)c1)c1ccc(Cn2c(=O)[nH]c3ccsc3c2=O)cc1	-0.1	110	-1	14	1.3	2	·	-3	-9
CCOc1ccccc1CN1C(=O)c2ccccc2C1C(=O)NC(C)CC (stereo unspecified)	0.0	123	-10	8	-1.7	3	-1	5	3
CCOC(=O)c1c(C)nc2c(c1-c1cc(OC)ccc1OC)C(=O)c1ccccc1-2	0.1	101	9	25	-2.1	-8	-3	0	-11
C/C(=N/n1cnnc1)c1cccnc1	-0.6	99	0	13	1.0	14	-2	-1	-4
CCN1CCN(C(=O)c2cc3cc(Cl)ccc3[nH]2)CC1	1.0	109	-18	8	0.5	3	-9	5	12
COC(=O)C1CCN(C(c2cc(OC)c(OC)c(OC)c2)c2sc3nc(C)nn3c2O)CC1 (stereo unspecified)	0.3	113	0	·	-0.2	-2	·	9	23*
CCOC(=O)[C@@H]1[C@H]2COc3cc(OC)ccc3[C@@H]2N2C(=O)N(c3ccc(C)cc3)C(=O)[C@]12C	-0.8	103	6	·	-1.6	·	-5	6	·
O=C(O)[C@@H]1CCCN1C(=O)c1ccco1	0.6	95	-5	19	0.6	5	-1	-2	-8
COCCn1c(SCC(=O)Nc2ccc(C)cc2)nc2c(oc3ccccc32)c1=O	-0.3	101	-11	13	-0.4	4	-5	0	-9
Cc1cc(C)c(C#N)c(SCc2ccccc2C(=O)O)n1	-0.5	106	-12	-7	-0.5	-20	-1	13	-14
COc1ccccc1N1CCN(C(CNS(=O)(=O)c2cccs2)c2cccnc2)CC1 (stereo unspecified)	-0.2	107	-1	·	-1.5	-12	·	9	-8
O=[N+]([O-])c1ccccc1S(=O)(=O)Nc1ccc(S(=O)(=O)N2CCCC2)cc1	1.3	·	1	·	0.9	·	-6	·	·
Cc1cc(C)n(-c2nc(C)nc3sc4c(c23)CCC(C)C4)n1 (stereo unspecified)	-1.8	·	9	-6	-2.0	-13	-10	·	6
Cc1cc(C)c(S(=O)(=O)Cc2ccccc2)c(Cl)n1	0.8	102	-11	-5	-0.5	3	-9	4	2
CN(C)c1ccc(-c2nc3ccccc3n2C)cc1	-0.2	101	-4	-7	-0.2	-1	-3	2	9
CCCC(C)c1nnc(NC(=O)CCS(=O)(=O)c2ccccc2)s1 (stereo unspecified)	1.9	101	-11	-30	2.6	27	-2	-3	-10
CN(C(=O)c1cccc(NC(=O)c2cccs2)c1)c1ccccc1	2.7	97	-6	19	0.8	-1	0	-9	9
O=C(CN1CCN(S(=O)(=O)c2ccc(Cl)cc2)CC1)c1ccc(O)c(O)c1	3.0	102	-2	2	1.4	70*	·	0	5
CC1(C)Oc2ccc3ccc(=O)oc3c2CC1O (stereo unspecified)	2.0	106	-10	24	0.6	-3	2	1	-20
Cc1cc(C)nc(NC(=O)Nc2ccc3c(c2)OCO3)c1	1.1	92	1	18	-0.6	-12	-2	-4	-5
CCCc1cc(=O)[nH]c(/N=C(\N)Nc2ccccc2)n1	0.8	96	-4	-2	1.6	-3	-5	0	-3
CC(C)(C)SCCNC(=O)/C=C/c1ccccc1	-0.6	101	-3	26	-1.8	-18	1	-3	-5
CC(C)Cn1nc(NS(=O)(=O)c2cccc3nonc23)c2cc3ccccc3nc21	1.6	99	2	-27	-0.5	3	-1	4	-13
COc1ccccc1NS(=O)(=O)c1cc(NC(=O)CC(C)(C)C)ccc1N1CCOCC1	0.3	79	-11	-15	-0.8	-9	-6	-11	-8
CCOc1ccc(NC(=S)N2CCN(S(=O)(=O)c3ccccc3)CC2)cc1	·	107	·	-11	·	5	-5	7	-6

An excerpt from above in order of length of the SMILES, falling:
SMILES	V1aR counter	MEKK2wt PB1 HTS	OXTR potentiate	NALP1 yeast inh	OXTR agonist	M18AAP inhibitor	GalR3 antagonist	MEKK2mut PB1 HTS	GPR7 antag
O=C(CN1CCN(S(=O)(=O)c2ccc(Cl)cc2)CC1)c1ccc(O)c(O)c1	3.0	102	-2	2	1.4	70*	·	0	5
Cc1cc(C)nc(NC(=O)Nc2ccc3c(c2)OCO3)c1	1.1	92	1	18	-0.6	-12	-2	-4	-5
CC1(C)Oc2ccc3ccc(=O)oc3c2CC1O (stereo unspecified)	2.0	106	-10	24	0.6	-3	2	1	-20

Next section:
SMILES	V1aR counter	MEKK2wt PB1 HTS	OXTR potentiate	NALP1 yeast inh	OXTR agonist	M18AAP inhibitor	GalR3 antagonist	MEKK2mut PB1 HTS	GPR7 antag
COc1cccc(NC(=O)CN(C)C(=O)Cc2cccc3ccccc23)c1	-0.6	·	-1	·	0.0	·	-4	·	·
Cc1ccnc(SCc2cc(=O)c(OC(=O)c3cc([N+](=O)[O-])ccc3Cl)co2)n1	0.1	107	0	33	-1.2	-4	0	0	3
C=CCn1c(CCCNC(=O)C(C)(C)C)nc2ccccc21	1.0	110	-3	·	0.1	-7	·	12	10
Clc1ccccc1CN1CCN(/N=C/c2ccncc2)CC1	5.1	99	-8	0	4.3	1	-2	-4	0
Cc1ccc(N2C(=O)C3NN=C(C(=O)OCc4ccccc4)C3C2=O)cc1 (stereo unspecified)	1.9	99	-7	39	0.8	3	2	-2	1
CCS(=O)(=O)N1CCC(NC(=O)C(Cc2cc(OC)ccc2OC)NC(C)=O)CC1 (stereo unspecified)	-0.1	97	-1	3	-0.5	9	-5	4	-1
CSc1ccccc1NC(=O)c1ccccc1N(C)S(C)(=O)=O	-0.3	99	-5	13	0.4	2	0	-1	-17
CSc1ccc(S(=O)(=O)Nc2c(C)n(C)n(-c3ccccc3)c2=O)cc1	3.8	109	4	12	-0.2	-1	-10	6	-28
Cc1ccc(C(=O)Nc2ccccc2C(=O)NC(C(=O)O)C(C)C)cc1 (stereo unspecified)	-0.5	103	-3	2	-0.9	-1	-6	2	-6
COC(=O)c1ccc(COc2ccccc2/C=C(\C#N)C(=O)Nc2ccc(C)cc2)cc1	0.3	92	-7	·	-0.6	-7	-11	-1	4
O=P(Cc1cc[n+]([O-])cc1)(c1ccccc1)c1ccccc1	1.1	105	-1	17	0.4	-1	-3	2	5
COc1ccccc1C1=NOC(C(=O)N2CCN(C(=O)c3ccco3)CC2)C1 (stereo unspecified)	0.4	100	-1	17	-0.2	-3	-11	-5	-2
O=C(NCc1ccccn1)c1c(O)c2cccc3c2n(c1=O)CC3	-0.8	103	1	24	-2.3	-9	4	1	-11
CCOC(=O)Cc1csc(NS(=O)(=O)c2ccc(SC)cc2)n1	0.6	113	-15	8	0.0	2	-7	11	-5
COc1ccc2nc(NC3=NC(c4ccccc4)CC(=O)N3)nc(C)c2c1 (stereo unspecified)	1.9	102	-8	1	0.4	0	2	-2	-11
Cc1cc(NC(=O)COC(=O)c2c(Cl)cccc2Cl)no1	0.2	·	-2	·	-1.1	·	-6	·	·
CC1S/C(=C(\C#N)C(N)=O)N(c2ccc(F)cc2)C1=O (stereo unspecified)	8.7	106	-15	8	17	5	-8	4	-10
CCOC(=O)CCCNC(=O)COC(=O)[C@@H]1CCCN1S(=O)(=O)c1ccc(Cl)cc1	1.6	117	0	13	0.3	-2	-2	23	-7

High-throughput results deposited in PubChem by several laboratories.
